Tb PYK inh – T. brucei pyruvate kinase inhibition. 410,000 tested, 0.12% active. Potency, µM (top dose mostly 76.8 µM), without a hit: at the highest dose activity, negative = inhibition, usual class: inhibitors. TbPYK enzyme, Kinase-Glo Plus ATP luminescence, 45 min. Q57TT1; active = well fitted inhibition curve with a large enough effect; inconclusive = small, poorly fitted or top-dose-only effect; note: nearly all actives have a fitted effect of over 50% in size
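Glycolytic pyruvate kinase of T. brucei was incubated with substrate, test compound and 130 uM ADP for 45 minutes at room temperature. Luminescent Kinase-Glo Plus signal was measured after 10 minutes.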
An asterisk follows results filed as active; ? = inconclusive. % is set by controls: 0 for no effect and ±100 for the full control effect; potency is the fitted concentration of half-maximal effect. These rows are one share of the data; count on the stated rates, not on these rows.

mol	Tb PYK inh
COCCNC(=S)N1CCC(C(=O)c2ccc(Cl)cc2)CC1	-6.4%
CCC(=O)N1CCC1(C)C(=O)Nc1ccc(OC)c(OC)c1 (stereo unspecified)	1.4%
C(=C\c1ccccc1)/CN1CCN(C(c2ccnc3ccccc23)c2nnnn2C2CCCCC2)CC1 (stereo unspecified)	4.6%
COc1ccccc1-c1cc2c(c3c1ccn3C)C1CCC2C1 (stereo unspecified)	-14.6%
CCCCN1CC(N2CCCCC2)CS1(=O)=O (stereo unspecified)	-6.0%
CCN(CC)C(=O)C1=C(C)N(Cc2ccccc2)C(=O)C(CC(=O)NCCCN(C)C)C1 (stereo unspecified)	0.9%
COc1ccc(Nc2nc(N3CCCC3)nc(N3CCOCC3)n2)cc1	0.6%
CCCCN1C(=O)C(CC(=O)NC2CCCC2)CC(C(=O)N2CCOCC2)=C1C (stereo unspecified)	10.0%
COc1ccc(CC(=O)Cc2ccc(OC)c(OC)c2)cc1OC	4.1%
Cn1cc(-c2csc(C(C)(O)c3cccnc3)n2)cn1 (stereo unspecified)	-4.0%
CN1CCC(N(Cc2cccs2)c2ccccc2)CC1	7.8%
O=[N+]([O-])c1ccc2c(c1)CO[C@@]21O[C@H](CCO)C[C@H](O)[C@H]1O	3.7%
O=C1Nc2ccccc2N(C(=O)c2ccc3ccccc3c2)C1c1nc2ccccc2[nH]1 (stereo unspecified)	-5.7%
O=S1(=O)CC(N2CCC(c3ccccc3)CC2)CN1Cc1ccc(F)cc1 (stereo unspecified)	5.4%
CCCCCCn1c(=O)n2n(c1=O)C[C@]1(OC(=O)NCc3ccc(OC)c(OC)c3)CN(S(=O)(=O)c3ccc(C)cc3)C[C@]1(O)C2	-3.7%
CCc1nc2ccc(C(=O)NCCCn3ccnc3)cn2c1N(C)CCC(C)C	-4.2%
CC(C)(C)CC(=O)Nc1nc(C(N)Cc2ccc(C(F)(F)F)cc2)cs1 (stereo unspecified)	-0.6%
CCc1nc2ccc(C(=O)N(C)Cc3ccco3)cn2c1N(C)C(=O)Cc1ccccc1	-2.2%
Cc1ccc(S(=O)(=O)N(C)c2ccc(C(=O)NCC(c3ccco3)N3CCCC3)cc2)cc1 (stereo unspecified)	-2.5%
Cc1nc2c(OCC(=O)c3ccc(F)cc3)cccn2c1N(C)Cc1cccs1	-2.0%
CC(=O)NCCNc1nc2cc(-c3ccsc3)sc2c(=O)n1C	4.9%
O=C1C(CCc2ccccc2)ON=C(c2cnccn2)N1Cc1ccc(F)cc1 (stereo unspecified)	5.8%
COc1c(C)cc(C(O)c2ncc(-c3ccc(C(F)(F)F)cc3)[nH]2)cc1C (stereo unspecified)	0.5%
COCCNc1nc2cc(-c3ccccc3)sc2c(=O)n1C	?
CCOc1ccc(-c2cc(C(=O)Nc3ccc(F)cc3)[nH]n2)c(C)c1	-9.5%
CCNC(=O)C1CCCN(C(=O)c2ccc(C#N)cc2)CC1 (stereo unspecified)	-5.0%
O=C(N=Nc1c(O)[nH]c2ccc(Br)cc12)c1ccco1	-5.2%
Cc1ccc2cc(CNC[C@H]3O[C@@H](n4cc(C)c(=O)[nH]c4=O)C[C@@H]3O)c(N3CCOCC3)nc2c1	-0.4%
COC(=O)N1CCC2(CC1)CCN(C(c1ccccc1)c1ccccc1)CC2	-4.8%
NC(Cc1ccc(Cl)cc1)c1csc(Nc2ncccn2)n1 (stereo unspecified)	-6.0%
Cc1ncoc1C(=O)NCC1=C(c2ccc(S(C)(=O)=O)cc2)C[C@@H]2CC[C@H]1N2CCOc1ccccc1	-3.9%
Cn1c(=O)c2cc(NC(=O)NCCc3cccs3)ccc2n1-c1ccc(C(C)(C)C)cc1	0.5%
COc1ccc(/C=C2/SC(=O)N(CCNC(=O)C3CC(=O)N(Cc4ccccc4)C3)C2=O)cc1 (stereo unspecified)	5.3%
Cc1onc(-c2ccccc2)c1NC(=O)OC(C)c1cccnc1 (stereo unspecified)	4.0%
COc1ccc(-c2nc3ccc(Br)cn3c2Cc2ccccc2C(F)(F)F)cc1OC	10.1%
COc1cc2c(cc1OC)C(CNC(=O)C=Cc1ccccc1)C2 (stereo unspecified)	-3.7%
O=C1N(Cc2ccccc2)c2ccccc2OC1(F)F	-2.8%
COc1ccc(C(c2nnnn2Cc2ccccc2)N2CCN(C/C=C/c3ccccc3)CC2)cc1 (stereo unspecified)	2.1%
Cc1ccccc1C(=O)NCCN1CCC(n2c(=O)[nH]c3ccccc32)CC1	4.5%
O=C(Nc1nnc([C@H]2C[C@H](O)[C@@H](CO)O2)s1)Nc1ccccc1C(F)(F)F	2.4%

Structures from the list above that have a tert-butyl group (2):
mol	Tb PYK inh
CC(C)(C)CC(=O)Nc1nc(C(N)Cc2ccc(C(F)(F)F)cc2)cs1 (stereo unspecified)	-0.6%
Cn1c(=O)c2cc(NC(=O)NCCc3cccs3)ccc2n1-c1ccc(C(C)(C)C)cc1	0.5%

(more compounds)
mol	Tb PYK inh
CCCCCCCCN1C(=O)[C@H](CC(=O)NCCc2ccccc2OC)C[C@@]2(C(=O)OC)CCCCC=C12	4.8%
Cc1ccc(S(=O)(=O)N(C)C[C@@H]2OCc3cn(nn3)CCCC(=O)N([C@H](C)CO)C[C@H]2C)cc1	0.1%
C[C@H]1CN([C@@H](C)CO)C(=O)CCCn2nncc2CO[C@H]1CN(C)S(=O)(=O)c1ccccc1	-5.4%
COc1ccccc1NC(=O)N(C)C[C@@H]1OCc2cnnn2CCCC(=O)N([C@@H](C)CO)C[C@H]1C	-6.8%
CCCCNC(=O)c1nc(C2CCN(S(=O)(=O)c3ccccc3)CC2)oc1-c1cccc(C(F)(F)F)c1	-1.5%
Cc1ccc([C@H]2C[C@@H](O)[C@H](n3cc(COC(=O)c4ccccc4)nn3)CN2Cc2cccs2)cc1	-5.6%
CN1CCCC2(CCN(C(=O)Oc3ccccc3)CC2)C1	0.0%
O=C(OCc1ccccc1)N1Cc2ccnnc2CC1c1ccccc1Br (stereo unspecified)	-1.8%
COCCCNC(=O)c1cccc2c(-c3ccnn3C)coc12	2.1%
CCCCCC(=O)N1C[C@H](n2cc(C3CC3)nn2)[C@@H](O)C[C@@H]1c1ccccc1	1.2%
COc1cccc(C(C)(O)c2nc(-c3cccc(C(=O)O)c3)cs2)c1 (stereo unspecified)	-1.5%
O=S(=O)(Nc1ccc(-c2cn3c(n2)SCC3)cc1)c1cc(F)ccc1F	-1.5%
CCc1nc2ccc(C(=O)N(C)CCN(C)C)cn2c1N(C)CCC(C)C	-1.7%
Cc1cnc(C)c(Nc2nc(C(N)Cc3ccc(F)cc3)cs2)n1 (stereo unspecified)	5.2%
CC1(Cc2cc(Cl)ccc2C(F)(F)F)C(=O)Nc2cc(F)ccc21 (stereo unspecified)	0.3%
C[C@H]1C(=O)N(C)CCN1C(=O)c1ccc(OC2CCN(CCc3ccccc3)CC2)cc1	-7.4%
CCOC(=O)C1=C[C@@H](C(C)(C)C)N(S(=O)(=O)c2ccc(C)cc2)[C@H]1c1ccc(Cl)c(Cl)c1	2.4%
CC(C)CNc1ncnc2c1ncn2[C@H]1CN(Cc2ccc(Cl)cc2)C[C@@H](CO)O1	0.5%
CSC[C@H]1CN(CCc2ccccc2)C(=O)[C@@H]1CC(=O)Nc1ccc(Br)cc1	-0.4%
NC(CCc1ccccc1)c1csc(NC(=O)NCC2CCCCC2)n1 (stereo unspecified)	-4.8%
Cc1cn([C@H]2C[C@H](O)[C@@H](/C=C/C(=O)NCc3ccccc3)O2)c(=O)[nH]c1=O	-3.6%
Cc1cc(C)nc(NS(=O)(=O)c2ccc(NC(=O)c3ccccc3Br)cc2)n1	-6.0%
CC(C)C1C(=O)N(Cc2cn(CC3CCCCC3)nn2)CCS(=O)(=O)N1Cc1ccc(-c2ccc(F)nc2)cc1 (stereo unspecified)	1.9%
c1ccc2c(c1)nc(N1CCCCCC1)c1nncn12	-5.4%
Cc1ccc(S(=O)(=O)N2CCC(=O)N([C@H](COCc3cccc(C(F)(F)F)c3)C(C)C)CC2)cc1	2.6%
COc1ccccc1NC(=O)N(C)C[C@@H]1OCc2cn(nn2)CCCC(=O)N([C@@H](C)CO)C[C@H]1C	-2.6%
Nc1ncnc(N)c1NC(=O)c1cc(Cl)c(OCc2ccccc2)c(Cl)c1	-0.9%
CCc1nc2ccc(C(=O)NCCCN3CCCC3=O)cn2c1N(C)CCC(C)C	3.1%
CN(C)c1nc(N)nc(CSc2nnnn2-c2ccc(Cl)cc2)n1	-0.7%
CCCc1c(C(=O)N/N=C/c2ccc(OCc3ccccc3)cc2)nnn1-c1nonc1N	-7.3%
COc1ccc(-c2csc(C(NC(C)=O)c3ccccc3)n2)cc1 (stereo unspecified)	-7.1%
O=C(NCc1ccccc1)OC1CC2CC1[C@H]1CCCCN1C2=O (stereo partly specified)	5.2%
O=C1c2ccccc2-n2nnnc2C2c3ccccc3-n3nncc3CN12 (stereo unspecified)	-2.0%
COc1ncc2nc(-c3cn(C)c4ccccc34)c(=O)n(Cc3ccc(F)cc3)c2n1	0.0%
COc1ccccc1OCCSc1nc2ccccc2n1CC(=O)O	-4.4%
OC[C@@H]1CN(C2CCCC2)C[C@H](n2cnc3c(NC4CCC4)ncnc32)O1	-2.8%
C[C@H](CO)N1C[C@H](C)[C@H](CN(C)C(=O)Nc2ccc(F)cc2)OCc2cnnn2CCCC1=O	2.7%
CCOC(=O)CCC(=O)Nc1ncnc2c1C(c1ccccc1)c1c(ccc3ccccc13)O2 (stereo unspecified)	-8.7%
O=C(/C=C/[C@H]1O[C@@H](n2cnc3c(NC(=O)c4ccccc4)ncnc32)[C@H](O)[C@@H]1O)NCc1ccccc1	4.1%
C=Cc1ccc(Cn2c(C)c(C(=O)NCCC#N)sc2=O)cc1	-6.4%

Of the compounds above, seven contain a Cl atom.
mol	Tb PYK inh
COCCNC(=S)N1CCC(C(=O)c2ccc(Cl)cc2)CC1	-6.4%
NC(Cc1ccc(Cl)cc1)c1csc(Nc2ncccn2)n1 (stereo unspecified)	-6.0%
CC1(Cc2cc(Cl)ccc2C(F)(F)F)C(=O)Nc2cc(F)ccc21 (stereo unspecified)	0.3%
CCOC(=O)C1=C[C@@H](C(C)(C)C)N(S(=O)(=O)c2ccc(C)cc2)[C@H]1c1ccc(Cl)c(Cl)c1	2.4%
CC(C)CNc1ncnc2c1ncn2[C@H]1CN(Cc2ccc(Cl)cc2)C[C@@H](CO)O1	0.5%
Nc1ncnc(N)c1NC(=O)c1cc(Cl)c(OCc2ccccc2)c(Cl)c1	-0.9%
CN(C)c1nc(N)nc(CSc2nnnn2-c2ccc(Cl)cc2)n1	-0.7%

The listing continues:
mol	Tb PYK inh
CC(C)CN1CCC2(CC1)CCN(S(=O)(=O)c1ccccc1)CC2	-8.6%
Cc1ccc(CNC(=O)c2ccc(S(=O)(=O)N3CCCCCC3)cc2)cc1	0.1%
FC(F)(F)c1ccc(-c2cccc3c2C2CC3CCN2Cc2ccc3c(c2)OCO3)cc1 (stereo unspecified)	2.7%
Cc1ccc(F)c(S(=O)(=O)NC(=O)C2(C)CCN2C(=O)Cc2cccs2)c1 (stereo unspecified)	5.0%
CC(C)Oc1cc(F)ccc1-c1cc(C(=O)NCc2ccccn2)[nH]n1	3.7%
O=C1NC[C@H](Cc2ccc(O)cc2)N(CCc2cc(C(F)(F)F)cc(C(F)(F)F)c2)C1=O	-11.5%
O=S(=O)(c1ccccc1)N1CCC[C@@]2(CCN(Cc3nccs3)C2)C1	-6.9%
COc1ccc([C@H]2C[C@@H](n3cc(COC(=O)c4ccccc4)nn3)[C@H](O)CN2Cc2cccs2)cc1	0.8%
COc1ccc(CN2CCC(C)(Oc3cccc(F)c3)C2)c2ccccc12 (stereo unspecified)	5.2%
C#CCN(C[C@@H]1[C@@H](OC(=O)NCCCCCC)[C@@H](OC(=O)NCCCCCC)Cn2c(=O)n(CCCCCC)c(=O)n21)S(=O)(=O)c1ccc(C)cc1	-2.3%
CC(C)c1cn(C2OC(COC(=O)c3ccccc3)C(OC(=O)c3ccccc3)C2OC(=O)c2ccccc2)c(=O)[nH]c1=O (stereo unspecified)	-0.8%
CCc1nc2cc(NC(=O)C3(C)CCCN(C(C)=O)C3)ccc2o1 (stereo unspecified)	0.6%
C[C@@H]1CN([C@H](C)CO)C(=O)CCCn2nncc2CO[C@H]1CN(C)Cc1ccccc1	-5.2%
CCCCc1ccc(S(=O)(=O)NC(=O)C2(C)CCN2C(=O)CC2CC2)cc1 (stereo unspecified)	0.9%
Cc1c(-c2ccc(OCCN3CCCCC3)cc2)c(=O)oc2ccc3ccccc3c12	-9.9%
CC1(C(=O)NS(=O)(=O)c2ccccc2Cl)CCN1C(=O)c1cccc2ccccc12 (stereo unspecified)	6.1%
COc1ccc(C(O)c2nc(-c3cccc(C(C)C)c3)cs2)cc1 (stereo unspecified)	-11.1%
Cc1c(Cl)cnc(NC(=O)COC(=O)c2cccc(S(=O)(=O)N3CCOCC3)c2)c1Cl	-2.3%
NC(CSC1(c2ccc(F)cc2)c2ccccc2-c2ccccc21)C(=O)O (stereo unspecified)	-2.7%
O=S1(=O)CC(N2CCCC2)CN1Cc1ccc(F)cc1 (stereo unspecified)	3.2%
COc1ccc(NC(=O)O[C@@H](C)[C@@H]2CN3CCc4c([nH]c5ccc(-c6ccc(OC)cc6)cc45)[C@@H]3C[C@@H]2N(C)C(=O)Nc2ccc(OC)cc2)cc1	1.1%
Cc1cn([C@H]2C[C@H](O)[C@@H](CNCc3ccc(F)c(N4CCOCC4)c3)O2)c(=O)[nH]c1=O	3.7%

Screening data: PubChem BioAssay, National Center for Advancing Translational Sciences (NCATS)
